TAG inh – reduces triacylglycerol accumulation in H9c2 cells. Nile Red lipid (TAG) fluorescence; cells loaded with 200 µM oleic acid. inhibition, % at 12.5 µM. hit rate 0.66% among 230,000;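 active = pattern-corrected inhibition of lipid staining of at least 50% with the nuclear-stain viability signal not falling by more than 50%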;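 also: 0% = DMSO wells and 100% = triacsin C control wells; some results filed as inactive read as strong as hits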
TAG inh DAPI viability – also measured in TAG inh; calls as there; DAPI nuclei signal change (viability), lower = more cytotoxic, %;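 whole-well DAPI fluorescence read on a plate reader as a viability signal; minus 50 percent equals half of cells still viable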
* hit, by the source's call. Not all compounds are listed, so the mix of outcomes need not match the whole.

compound	TAG inh	TAG inh DAPI viability
O=C(c1cccc(C(F)(F)F)c1)C1CCCN(Cc2cccn2-c2ncccn2)C1 (stereo not given)	9	9
Nc1nc(SCC(=O)N2CCCC2)[nH]c(=O)c1NC(=O)c1ccco1	-6	10
Cc1sc(NC(=O)CN2CCOCC2)c(C#N)c1C	-4	1
COCCCNC(=O)C1CC(=O)N(CCc2ccc(F)cc2)C1 (stereo not given)	-4	7
C/C(=N\NC(=O)c1ccccc1)C1C2C=CC(C2)C1(C)C (stereo not given)	-18	0
CC(=O)N(C)N(C)c1cc(C)nc(N)n1	8	-16
COc1ccc(N2CCN(C(=O)c3cc(C4CC4)nn3-c3ccccc3)CC2)cc1	10	-3
CSc1ccc(C2NC(=O)c3c(sc4c3CCN(C)C4)N2)cc1 (stereo not given)	1	-1
Cc1cc(NC(=O)C(C)SCC(=O)Nc2cc(C(F)(F)F)ccc2N2CCCCC2)no1 (stereo not given)	8	-12
Oc1ccccc1C=NCCN=Cc1ccccc1O	4	8
Cc1ccccc1C(=O)OCC(=O)Nc1cccc(S(=O)(=O)N2CCCCC2)c1	-12	-7
COc1cccc(OC)c1/C=C/C(=O)NC1CCCCC1	-8	-6
COc1ccc(C(CC(=O)N2CCOCC2)c2c(O)cc(OC)cc2OC)cc1 (stereo not given)	-16	-10
O=S(=O)(NCC(c1ccco1)N1CCCCC1)c1cccc(C(F)(F)F)c1 (stereo not given)	-12	3
Cc1ccc(NC(=O)C2CCN(S(=O)(=O)c3ccc(Cl)c(C(F)(F)F)c3)CC2)nc1	-1	1
CCOC(=O)Cn1nc(C)n(-c2ccc(Cl)cc2)c1=O	-3	4
CS(=O)(=O)c1ccc(Nc2nc(C(N)COCc3ccccc3)cs2)cc1 (stereo not given)	-6	14
Cc1ccc(-c2nnc(-c3ccc4ccccc4c3)o2)cc1	8	11
COCCNC(=O)C(NC(=O)C1CCCCC1)C(C)C (stereo not given)	-2	0
O=C(O)c1ccc(NS(=O)(=O)c2cc(Cl)ccc2Cl)cc1	12	-3

Record cards (already shown). Order of screens: TAG inh | TAG inh DAPI viability
Profile of Cc1ccc(NC(=O)C2CCN(S(=O)(=O)c3ccc(Cl)c(C(F)(F)F)c3)CC2)nc1 = -1 | 1
Profile of Nc1nc(SCC(=O)N2CCCC2)[nH]c(=O)c1NC(=O)c1ccco1 = -6 | 10
Profile of COCCCNC(=O)C1CC(=O)N(CCc2ccc(F)cc2)C1 (stereo not given) = -4 | 7
Profile of Oc1ccccc1C=NCCN=Cc1ccccc1O = 4 | 8
Profile of COCCNC(=O)C(NC(=O)C1CCCCC1)C(C)C (stereo not given) = -2 | 0

(continued)
compound	TAG inh	TAG inh DAPI viability
CC(=O)c1cccc(Oc2cc(NN3CCCCC3)c([N+](=O)[O-])cc2[N+](=O)[O-])c1	-23	-1
Cc1cc(N2C(=O)CCC2=O)ccc1NC(=O)c1cccs1	-14	5
CC(=O)Nc1nnc(SCC(=O)c2ccc(F)cc2)s1	4	10
CCCn1nnc(NC(=O)C(C)Oc2ccc(Cl)cc2Cl)n1 (stereo not given)	-4	7
COc1cc(C(=S)N2CCOCC2)ccc1OS(=O)(=O)c1ccccc1[N+](=O)[O-]	3	-11
C=CCn1c(SCC(=O)c2cc(C)n(C)c2C)nnc1-c1ccncc1	4	-3
Cc1sc2ncn(CC(=O)OCC(=O)NC(C)(C)C)c(=O)c2c1C	0	-12
O=C(Nc1cccc([N+](=O)[O-])c1)C1CCN(C(=O)Cc2ccccc2)CC1	1	-4
CC1=C(C(=O)N2CCOCC2)CC(CC(=O)NC2CC2)C(=O)N1Cc1ccccc1 (stereo not given)	19	-13
CC(C)n1cc(-c2nc(C(=O)NN)cs2)c(=O)n(Cc2ccccc2)c1=O	-8	8
Cc1ccc(NCC(=O)N/N=C/c2cccn2C)cc1	-14	2
CCC(CC)N1CCN(S(=O)(=O)c2ccc(OC)cc2)CC1	6	-3
C/C(CC(=O)Nc1ccc(Cl)c(C(F)(F)F)c1)=N\NC(N)=S	-3	-5
CCOc1ccc(C(=O)COc2ccc(NC(C)=O)cc2)cc1	-13	-1
O=C(Nc1ccc(F)c(Cl)c1)Nc1csc2ccccc12	-14	3
Cc1ccc2c(c1C)NC(=O)CC(c1ccccc1O)=N2	-5	11
COc1ccc(NC(=O)CN2C(=O)/C(=C3\SC(=S)N(CCC(=O)O)C3=O)c3ccccc32)cc1	-6	3
O=[N+]([O-])c1ccc(-n2nnnc2CN2CCOCC2)cc1	-4	-13
COc1ccc(C(C)=O)c(Oc2ccc(S(=O)(=O)N3CCOCC3)cn2)c1	-4	3
Cc1cccc(C)c1NC(=O)C(c1ccc(Cl)cc1Cl)N1CCCCC1 (stereo not given)	46	-10
O=C(Nc1ccc(N2CCOCC2)c([N+](=O)[O-])c1)c1ccco1	12	-6
CCCCOc1ccc(C(=O)N/C(=C/C=C/c2ccccc2)C(=O)NC)cc1	-2	-5
COc1ccc(OC)c(NS(=O)(=O)c2cc3c4c(c2)CCN4C(=O)CC3)c1	2	4
O=c1c2c(-c3cccs3)csc2[nH]c(=S)n1-c1ccccc1	-10	5
CN(C)/C=C/C(=O)c1cc(N2CCOCC2)ccc1[N+](=O)[O-]	-12	0
COc1ccc(C(=S)N2CCCCCC2)cc1	2	2
COc1ccc(N=CC2=C(O)c3ccccc3C2=O)c(OC)c1	1	2
CCCCn1c(N)c(N(CCOC)C(=O)CSc2ccccc2C)c(=O)[nH]c1=O	-1	-4
Cc1ccc(OCC(=O)Nc2ccc(N3CCN(C(=O)c4ccco4)CC3)cc2)cc1C	-42	3
COc1ccccc1N(C)S(=O)(=O)c1ccc(C(=O)OCC(=O)N(C(C)C)C(C)C)cc1	-32	6
O=C(CNc1ccc(F)cc1Cl)Nc1cccc(S(=O)(=O)N2CCCCC2)c1	-10	-8
CN(C(=O)CC1C(=O)NCCN1Cc1ccc(F)cc1)C1CCOCC1 (stereo not given)	5	-3
Cn1nc(-c2ccccc2)c(CO)c1Sc1ccccc1	-23	6
CN1CCN(c2ccc(CNC(=O)c3cccc4c(-c5ccc(F)c(F)c5)coc34)cc2)CC1	-18	17
CC(=O)N1CCN(C(=O)CN2C(=O)NC(C)(c3ccc4ccccc4c3)C2=O)CC1 (stereo not given)	12	-10
O=[N+]([O-])c1cccc(-c2ccn[nH]2)c1	0	5
Nc1nc2ccccc2n1S(=O)(=O)c1ccc([N+](=O)[O-])cc1	-6	12
Cc1ccccc1NC1=NCC(c2ccc([N+](=O)[O-])cc2)S1 (stereo not given)	13	-8
Cc1ccc(C(=O)OCC(=O)Nc2ccc(C)c(S(=O)(=O)N3CCCCC3)c2)c(O)c1	-17	-11
Cc1cn(C2CCCCC2)c(=O)[nH]c1=O	-7	0
CC1CCCN(CCCNC(=O)c2ccc3c(c2)N(Cc2cccc(Cl)c2)C(=O)c2ccccc2S3=O)C1 (stereo not given)	31	-16
CSc1n[nH]c(=O)n1-c1ccc(Cl)cc1	-4	5
CCOC(=O)c1ccc(Oc2nc(NC)nc(Nc3ccccc3)n2)cc1	6	-3
O=C(NNc1ccccc1)C(=O)N1CCCCC1	-12	-8
CN(C)CCOC(=O)/C(=C/c1cn(C)c2ccccc12)NC(=O)c1ccccc1	1	-3
COc1ccc(N2CCN(C(=O)COC(=O)CSc3ccccc3)CC2)cc1	-21	-4
COC(=O)c1ccc(CNC(=O)COC(=O)c2ccccc2-c2ccccc2)cc1	-14	1
CCCCN(C(=O)CSc1nc2ccccc2n1CC)C1CCS(=O)(=O)C1 (stereo not given)	-36	2
O=C1CN(c2cc(Cl)cc(Cl)c2)C(=O)CN1/N=C/c1cccnc1	-4	1
CSc1ccccc1C(=O)NCc1ccc(S(N)(=O)=O)cc1	5	5
Cn1c(=O)[nH]c(=O)c2c1nc(N1CCCCC1)n2CCOc1ccccc1	6	-3
COc1ccc(CC(=O)N2CCN=C2SCc2ccc([N+](=O)[O-])cc2)cc1	6	-15
Cc1c(NC2=NC(C)(C)Cc3ccccc32)c(=O)n(-c2ccccc2)n1C	1	-4
CC(OC(=O)c1cccc(N(C)C)c1)C(=O)N1CCc2ccccc2C1 (stereo not given)	-13	2
COc1ccc(CNC(=O)COC(=O)c2cccnc2Nc2cccc(C(F)(F)F)c2)cc1	-6	-5
O=C(c1ccco1)N1CCN(C(=O)C2CCN(S(=O)(=O)c3cccc4nsnc34)CC2)CC1	1	6
COC(=O)c1sccc1NC(=O)c1c(C)cc(=O)oc1C	4	-4
O=C(NCCc1ccccc1)Nc1nnc([C@H]2C[C@H](O)[C@@H](CO)O2)s1	12	-12
CCc1ccccc1NC(=O)c1cc(-c2ccc(F)cc2)on1	-11	5
Cc1ccc(NC(=S)NC(=O)C2CCCC2)c(Br)c1	0	-4

Later entries
compound	TAG inh	TAG inh DAPI viability
Nc1ncnc(N)c1N=Nc1ccccc1	38	-16
O=C(COc1ccc(Cl)cc1)Nc1ccc2c(c1)C(=O)NC2=O	24	5
Cc1cccc(C)c1C(O)c1ncc(-c2ccc(F)cc2)[nH]1 (stereo not given)	-6	0
COc1ccc(Cl)c(CNC[C@H]2O[C@@H](n3cnc(C(N)=O)n3)[C@H](O)[C@@H]2O)c1	-2	3
O=C(c1n[nH]c(=O)c2ccccc12)N1CCOCC1	-4	0
COCCN(C(=O)CC1CCCCC1)c1c(N)n(CC(C)C)c(=O)[nH]c1=O	-4	0
N#Cc1cc2c(nc1SCC(N)=O)CCCCC2	-7	-1
Cc1c2cc[n+](CCN3CCCCC3)cc2c(C)c2c1[nH]c1ccc(O)cc12	4	-24
CN(C(=O)COC(=O)c1n[nH]c(=O)c2ccccc12)c1ccccc1	-4	9
O=C1CN(C(=O)COC(=O)[C@@H]2CC(O)CN2S(=O)(=O)c2ccc(Cl)cc2)c2ccccc2N1 (stereo not given in full)	-2	7
Cc1ccccc1-n1nnc2c(=O)oc3ccccc3c21	4	-13
N#Cc1ccc(OCC(=O)N(C2CCCCC2)C2CCS(=O)(=O)C2)cc1 (stereo not given)	1	-4
O=C(O)CSc1cc(C(F)(F)F)nc(-c2ccccn2)n1	14	-20
CCCCCNCc1ccc(Cl)cc1	8	7
CNC(=S)N1CCC(Cc2ccccc2)CC1	-3	-4
CCOc1ccc(Nc2nc3ccccc3n3cnnc23)cc1	-11	-1
CC(C)NCC(O)c1ccc2ccccc2c1 (stereo not given)	7	0
c1ccc(-c2n[nH]c(-c3ccccn3)n2)nc1	-14	12
c1ccc2c(-c3ccncc3)c[nH]c2c1	-10	9
CCc1ccccc1NC(=O)NC1CCCCCCC1	-16	-2
Cc1ccc(CNC(=O)C2CCCN2C(=O)Nc2ccc(F)cc2)cc1 (stereo not given)	4	-6
CCOC(=O)c1c(NC(=O)CCS(=O)(=O)c2ccccc2)sc2c1CCN(C(C)C)C2	7	-2
CC(C)/C=N/NC(=O)c1ccc(Cl)cc1	-10	13
Cc1ccc(NC(=O)c2ccccc2NC(=O)Cc2ccccc2)cc1	8	-7
CCCNC(=O)C1(C)CCCN(C(=O)Cc2ccc(OC)cc2)C1 (stereo not given)	1	2
CN(C)c1cc[n+](CC(=O)Nc2ccc(OC(F)F)cc2)cc1	-10	1
COc1ccccc1C(=O)C1CCCN(C(=O)c2ccc(Cl)cc2)C1 (stereo not given)	-42	0
CCn1c(=O)c(=O)[nH]c2cc(C(=O)N3CCN(Cc4ccc5c(c4)OCO5)CC3)ccc21	-8	4
CC1CCN(C(=O)COC(=O)/C=C/c2ccc([N+](=O)[O-])cc2)CC1	-1	2
C/C(N)=C(/C#N)C(=O)CSc1nnc(Nc2cccc(C)c2)s1	21	7
COc1ccc(C(C)=O)cc1COC(=O)c1c(C)noc1C	15	-1
Oc1cccc(C(O)CNCc2ccc(-c3ccccc3)cc2)c1 (stereo not given)	5	9
Cc1cc(C)n2nc(C(=O)N3CCN(Cc4ccc5c(c4)OCO5)CC3)nc2n1	1	2
COc1cccc(NC(=S)N(Cc2ccc(C)cc2)Cc2ccccn2)c1	3	-10
CCOc1ccc(NC(=O)COC(=O)CCC(=O)c2cccs2)cc1	-2	-10
O=C(CNc1ccc(Br)cc1)Nc1ccc(S(=O)(=O)N2CCCCC2)cc1	-44	6
CCOc1ccc(-n2c(N)c(C(=O)NCc3ccco3)c3nc4ccccc4nc32)cc1	22	13
Cc1nn(Cc2ccccc2Cl)c2sc(C(=O)OC3CCCC3=O)cc12 (stereo not given)	-23	0
COC(=O)CN1C(=O)C(O)(CC(=O)c2ccc(C)cc2)c2ccccc21 (stereo not given)	-1	-6
Cc1cccc(C)c1NC(=O)CN1CCN(C(=O)c2ccc(OCc3cn4ccccc4n3)cc2)CC1	-3	-3

Some values from above:
`CC1CCN(C(=O)COC(=O)/C=C/c2ccc([N+](=O)[O-])cc2)CC1` in TAG inh DAPI viability has 2
`Cc1cccc(C)c1NC(=O)CN1CCN(C(=O)c2ccc(OCc3cn4ccccc4n3)cc2)CC1` in TAG inh has -3
`CCCNC(=O)C1(C)CCCN(C(=O)Cc2ccc(OC)cc2)C1` (stereo not given) in TAG inh has 1

Carrying on:
compound	TAG inh	TAG inh DAPI viability
CN1C(C(=O)c2ccccc2)=C(N)c2ccccc2S1(=O)=O	3	-12
O=C(CCCOc1ccc(Cl)cc1Cl)Nc1ccccc1C(=O)O	9	-12
O=C(Nc1c2c(nn1-c1cccc(Cl)c1)CS(=O)(=O)C2)C1CC1	-4	0
O=C(NCc1ccc(Cl)cc1)c1ccc(-c2ccc(F)c(F)c2)c2ccoc12	-38	-3
O=C(Nc1cc(Oc2ccccc2)cc([N+](=O)[O-])c1)C12CC3CC(C1)CC(n1cnc(Cl)n1)(C3)C2	46	-2

Screens deposited in PubChem BioAssay by Sanford-Burnham Center for Chemical Genomics.
